# GLD-1 RNA inh = GLD-1-TGE RNA interaction inhibition (C. elegans); AID 2280; 320,000 tested, 0.44% active; inhibition, % at 5.96 µM; purified GLD-1 + fluorescein TGE RNA, fluorescence polarization;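 active means percent inhibition above a per-plate cutoff, the plate mean of test compounds plus 3 SD, cut at about 30% in these data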;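 further: 0% = DMSO wells with GLD-1 and probe and 100% = wells lacking GLD-1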
# MEX-5 binding = C. elegans MEX-5 TCR-2 RNA binding activity. Q9XUB2. MEX-5/FITC-TCR2 RNA binding, fluorescence polarization; stronger effect = lower value. activity score (negative = inhibition of binding), % at 10 µM. 300,000 tested, 0.38% active;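 active means inhibition past about -25% in most replicates, and total fluorescence under double the plate's negative control median, limit read from the data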;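 further: 0% = DMSO and -100% = 5 µM competing unlabeled TCR2 RNA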
# Fam108B counter = counter-screen for RBBP9 inhibitors: inhibitors of mouse Fam108B; 300,000 tested, 0.33% active; inhibition, % at 9.51 µM; recombinant Fam108B, FP-Rh probe fluorescence polarization;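 active means inhibition above the screen mean inhibition plus 3 SD, computed separately per campaign, cut at about 18% in these data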;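 further: inhibitors lower polarization as less probe binds the enzyme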
# GRK2 aptamer HTS = human GRK2 inhibition via aptamer displacement | P25098 | bead flow cytometry, FAM-aptamer displacement from GRK2 | inhibition of aptamer binding, % at 10 µM | 330,000 tested, 0.59% active | AID 488847;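 active means inhibition of aptamer binding above 40%, roughly 3 SD of noise, on plates passing a quality check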;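 further: median bead fluorescence of bound FAM aptamer so fluorescent compounds give negative values; no value below 0 was filed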
# PME-1 primary = PME-1 (human) inhibition; AID 2130; inhibition, % at 5.9 µM; 320,000 tested, 0.53% active; recombinant PME-1, FP-Rh probe fluorescence polarization; Q9Y570;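 active means inhibition above the campaign mean of all compounds plus 3 SD, cut at about 26% in these data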;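 further: competitive labeling of PME-1 active site by serine hydrolase directed probe; 0% = PME-1 with DMSO and 100% = wells lacking PME-1 enzyme; inhibitors block probe labeling so polarization falls and inhibition rises; many of its hits are not listed in these tables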
# MCL1-BIM inh = disrupts human MCL1 binding to BIM-BH3 peptide. Q07820. GST-MCL1 / FITC-Bim-BH3 fluorescence polarization. 320,000 tested, 0.68% active. inhibition, % at 10.9 µM;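 active means inhibition above the mean inhibition of all tested compounds plus 3 SD, set per campaign, cut at about 40% in these data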;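 further: 0% = DMSO wells and 100% = unlabeled Bim-BH3 peptide control; higher means more loss of mP so more displacement of Bim peptide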
# Efflux pump mplx = antifungal efflux pump inhibition, Nile Red retention. AID 485275. S. cerevisiae Candida pump triplex. 330,000 tested, 0.44% active. inhibition, % at 10 µM;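 active means plate passing quality check with inhibition over a set limit, or well fluorescence over plate mean plus 4 SD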;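 further: Nile Red retained in pooled yeast measured as flow cytometry median fluorescence; 0% = buffer negative control and 100% = Enniatin B positive control; higher means more Nile Red kept so more efflux inhibition; some compounds called inactive have numbers as strong as hits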
# BCLXL inh = Bcl-xL (human) inhibition. Q07817. GST-Bcl-xL / FITC-Bim BH3 peptide fluorescence polarization. inhibition, % at 10.9 µM. 320,000 tested, 0.7% active;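 active means inhibition above the mean of all tested compounds plus 3 SD, cutoff set per campaign, cut at about 30% in these data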;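 further: 0% = DMSO wells and 100% = unlabeled Bim-BH3 peptide competitor; inhibitors lower millipolarization by displacing the labeled peptide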
# VLA-4 inh = inhibition in a human VLA-4 binding assay. inhibition, % (about 7 µM as worked out from the volumes in the protocol). 330,000 tested, 0.2% active. VLA-4 expressing cells, ligand binding flow cytometry. P13612; in the data active means inhibition above about 50%
# Target sequence (P13612 whole entry, looked up): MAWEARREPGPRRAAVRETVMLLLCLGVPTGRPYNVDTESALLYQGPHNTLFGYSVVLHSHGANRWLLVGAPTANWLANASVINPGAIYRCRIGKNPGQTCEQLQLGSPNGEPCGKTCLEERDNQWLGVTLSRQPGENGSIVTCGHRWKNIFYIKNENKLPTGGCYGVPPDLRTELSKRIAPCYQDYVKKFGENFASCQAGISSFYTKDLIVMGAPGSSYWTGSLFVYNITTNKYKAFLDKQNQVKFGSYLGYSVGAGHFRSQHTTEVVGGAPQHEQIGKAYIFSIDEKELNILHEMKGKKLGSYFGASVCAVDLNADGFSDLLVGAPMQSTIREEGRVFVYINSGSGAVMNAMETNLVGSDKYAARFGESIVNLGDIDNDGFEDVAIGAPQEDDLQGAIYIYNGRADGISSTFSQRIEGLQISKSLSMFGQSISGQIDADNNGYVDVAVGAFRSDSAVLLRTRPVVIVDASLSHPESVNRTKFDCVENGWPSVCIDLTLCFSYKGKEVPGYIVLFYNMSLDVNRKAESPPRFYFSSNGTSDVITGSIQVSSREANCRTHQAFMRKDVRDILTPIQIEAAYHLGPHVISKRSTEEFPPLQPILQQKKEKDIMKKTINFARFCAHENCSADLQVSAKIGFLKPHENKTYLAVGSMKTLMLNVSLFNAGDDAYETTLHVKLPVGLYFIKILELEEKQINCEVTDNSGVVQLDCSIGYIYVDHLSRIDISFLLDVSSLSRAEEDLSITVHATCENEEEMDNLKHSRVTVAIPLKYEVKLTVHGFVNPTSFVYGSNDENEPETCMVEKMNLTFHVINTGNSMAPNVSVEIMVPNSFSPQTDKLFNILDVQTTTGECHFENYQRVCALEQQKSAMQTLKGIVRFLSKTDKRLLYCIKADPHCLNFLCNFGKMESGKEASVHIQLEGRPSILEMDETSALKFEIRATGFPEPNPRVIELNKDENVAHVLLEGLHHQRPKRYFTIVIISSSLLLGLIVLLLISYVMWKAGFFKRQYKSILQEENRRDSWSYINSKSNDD
# The depositor's hits bear a star; nt = not tested or not shown. The list is partial; rates above refer to the full screens.
SMILES,GLD-1 RNA inh,MEX-5 binding,Fam108B counter,GRK2 aptamer HTS,PME-1 primary,MCL1-BIM inh,Efflux pump mplx,BCLXL inh,VLA-4 inh
CCCc1nnc(NC(=O)NCCN2C(=O)C3C4C=CC(C4)C3C2=O)s1 (stereo unspecified),7,2.0,1,0,-8,4,-0.2,0,26
Cc1nn(C)c(C)c1NS(=O)(=O)c1ccc(Cl)cc1,1,-3.8,-3,0,-2,0,0.0,3,-1
Cc1n[nH]c(=O)c2c(NC(=O)COC(=O)Cc3ccc(Cl)cc3Cl)oc(C)c12,1,-0.1,-1,0,-5,5,-0.1,4,-12
CC1Cc2cc(S(=O)(=O)NCc3ccccc3)ccc2N1C(=O)C1CC1 (stereo unspecified),-2,-1.7,4,0,6,5,0.0,2,-2
CSCCC(NC(=O)c1cccc(C)c1)C(=O)OCC(=O)NC(=O)c1cccn1C (stereo unspecified),1,0.8,0,0,5,4,-0.3,7,8
Cc1c(C(=O)NCc2ccc3c(c2)OCO3)oc2ccc(Br)cc12,5,-1.2,-2,0,-12,1,-0.2,1,-8
Cc1nn(C)cc1CN(C)C(=O)c1nn2c(c1Br)NC(c1cccs1)CC2C(F)(F)F (stereo unspecified),5,0.4,0,0,4,9,0.0,7,12
COc1cccc(NC=C2C(=O)OC3(CCCCC3)OC2=O)c1,10,1.5,1,3,-6,6,-0.1,5,0
CC(Sc1nnc2c(n1)[nH]c1ccccc12)C(=O)NC1CCCCC1 (stereo unspecified),8,-0.8,-6,0,-16,3,0.0,9,5
CC(C)OCCCn1c(SCC(=O)N2CCCC2=O)nc2ccccc2c1=O,5,-0.2,-3,3,0,-5,0.0,0,3
NC(=O)SCC(=O)Nc1cccc(Cl)c1,-1,0.2,1,2,-3,13,0.1,1,-25
COc1ccc(-c2c(C)n([O-])c3c([n+]2=O)CCCC3)cc1OC,12,-0.3,2,0,-4,-2,0.0,-3,2
N#Cc1nc(-c2ccco2)oc1N1CCN(C(c2ccccc2)c2ccccc2)CC1,8,-0.4,-2,3,-3,5,-0.1,5,5
COc1ccc(OC)c(NC(=O)Nc2cc(C(=O)O)ccc2C)c1,7,0.8,3,nt,-2,8,0.1,6,7
Cc1ccc(C(=O)N2CCN(c3ccccn3)CC2)cc1Cl,3,0.5,-7,6,-2,3,0.2,-1,4
O=c1[nH]n(-c2ccc(Cl)cc2)c2ncccc12,5,0.8,-2,0,7,-2,0.0,-2,5
Cc1ccc(CNC(=O)CCCC(=O)c2ccccc2)cc1,6,0.0,0,0,-6,-1,0.1,2,22
COc1ccccc1C(=O)Nc1nc(N)n(-c2ccccc2)n1,10,0.2,-2,0,2,14,0.1,8,3
COc1ccc(/C=N/NC(=O)CCc2n[nH]c(=O)[nH]c2=O)cc1O,8,-4.1,0,0,2,4,0.2,1,45
O=C(CSc1nnc(Nc2ccccc2)s1)NC1CC1,2,nt,nt,1,-7,-5,0.0,-11,-2
Cc1cc(N2C(=O)C=CC2=O)c([N+](=O)[O-])cc1C,4,0.0,0,0,-2,20,0.7,10,25
CN(CC(=O)Nc1ccc(Cl)cc1)C(=O)CNC(=O)c1ccc(Br)o1,10,-1.7,0,2,4,2,0.0,9,8
COC(=O)C(C)Sc1nc(N)c(NC(=O)c2ccco2)c(=O)[nH]1 (stereo unspecified),4,-3.0,1,0,-5,-2,0.0,6,5
CCOC(=O)C1(Cc2ccccc2)CCN(Cc2cc(=O)c3ccccc3[nH]2)CC1,-5,-3.1,-1,3,-6,-1,0.1,2,-4
O=C1c2ccccc2C(=O)N1CCC(O)C[N+](=O)[O-] (stereo unspecified),-3,-1.1,1,0,-3,1,0.1,2,32

# Overlap with the part before: two entries, followed by the next part.
SMILES,GLD-1 RNA inh,MEX-5 binding,Fam108B counter,GRK2 aptamer HTS,PME-1 primary,MCL1-BIM inh,Efflux pump mplx,BCLXL inh,VLA-4 inh
CCOC(=O)C1(Cc2ccccc2)CCN(Cc2cc(=O)c3ccccc3[nH]2)CC1,-5,-3.1,-1,3,-6,-1,0.1,2,-4
O=C1c2ccccc2C(=O)N1CCC(O)C[N+](=O)[O-] (stereo unspecified),-3,-1.1,1,0,-3,1,0.1,2,32
COc1cc(C(=O)NCCOc2cc(C)cc(C)c2)c(Br)c(OC)c1OC,-1,-0.6,4,0,6,8,0.0,7,1
Clc1ccc(-c2csc(N3CCc4ccccc4C3)n2)cc1,-8,-0.3,-5,2,4,-2,0.0,1,8
CCOC(=O)C1CCCCN1S(=O)(=O)c1ccc2c(c1)CC(C)N2C(=O)C1CCC1 (stereo unspecified),1,1.0,5,1,3,-3,-0.1,2,7
COc1ccc(C(CNC(=O)c2oc3ccc(OC)cc3c2C)N2CCCC2)cc1 (stereo unspecified),-1,-2.1,1,0,-7,3,0.2,5,3
Cc1ccc(C(F)(F)F)cc1NC(N)=S,6,-1.4,-2,0,6,7,-0.2,1,1
COc1ccc(C(=O)NC(=S)Nc2ccc(S(=O)(=O)Nc3cc(OC)ncn3)cc2)cc1,-4,0.4,-1,1,1,17,-0.2,4,5
Cc1nc(NC(=O)/C=C/c2ccc(F)cc2)sc1C(=O)N(C)C,4,0.7,3,2,-6,6,0.0,5,-14
CC(=O)c1cccc(N2C(=O)C3C(C(=O)Nc4cc(C)on4)C4(C)C=CC3(O4)C2C(=O)NC(C)(C)C)c1 (stereo unspecified),1,0.7,0,2,3,-2,0.0,2,-6
FC(F)(F)c1cccc(-c2nnc3ccc(C(F)(F)F)cn23)c1,3,-1.2,2,0,1,10,-0.1,3,-8
O=S(=O)(c1ccc(SCCOc2ccc(F)cc2)nc1)N1CCCC1,-3,nt,nt,0,2,5,-0.2,2,-10
O=C(O)CCn1cc(-c2ccc(Cl)cc2)nc1-c1ccncc1,4,nt,-2,0,-3,1,-0.1,5,35
CCNC(=O)OCC(CC)NC(=O)OCC(C)C (stereo unspecified),8,0.0,0,0,-3,-6,0.0,-3,14
O=C(CCN1CCN(c2ccc(F)cc2)CC1)Nc1ccc(F)cc1,-3,1.0,-2,4,-2,3,-0.1,4,6
COCCN1C(=O)c2ccc(C(=O)O)cc2C1=O,5,-0.1,0,2,6,-2,0.1,2,-5
CCCc1nnc2c(N(C)S(=O)(=O)c3ccc(C)cc3)nc3ccccc3n12,-9,-5.3,-1,2,-9,-8,0.3,3,2
O=C(NCCc1ccccc1F)c1ccc2c(c1)OCCO2,7,1.9,-6,2,3,8,0.0,4,3
O=[N+]([O-])c1ccc2nccn2c1,3,-0.8,1,2,1,3,0.0,0,5
CCOC(=O)c1nn(-c2ccc(F)cc2)c2nc(-c3ccccc3)c(C#N)c(=O)n12,5,0.4,9,3,0,-4,-0.1,2,-11
CCOC(=O)/C(C(N)=NCC(C)C)=C(/O)c1ccccc1,4,-0.7,0,2,1,-2,-0.2,7,-3
O=C(Nc1cc(C(F)(F)F)ccc1N1CCCC1)c1ccc2c(c1)OCO2,4,-0.8,4,4,3,2,-0.1,10,0
CCCCOC(=O)c1cc(=O)[nH]c2ccccc12,-1,-0.3,2,5,2,8,0.0,7,2
COC(=O)c1ccccc1NC(=O)c1cccc(NC(=O)CSCc2ccccc2)c1C,7,1.0,1,5,8,-3,-0.1,2,-13
O=C(NNC(=O)c1cccnc1SCc1cccc([N+](=O)[O-])c1)c1ccccn1,2,-2.1,-1,0,-4,6,0.3,-1,-11
CNc1cc(NS(=O)(=O)c2ccc(N)cc2)nc(NC)n1,3,nt,2,2,2,3,0.2,-1,10
O=C(CSCc1cccc(Br)c1)N1CCOCC1,8,-1.6,0,0,-4,5,0.0,4,-3

# Next records:
SMILES,GLD-1 RNA inh,MEX-5 binding,Fam108B counter,GRK2 aptamer HTS,PME-1 primary,MCL1-BIM inh,Efflux pump mplx,BCLXL inh,VLA-4 inh
CCN(CC)c1ccc(C(=O)NNC(=O)CNC(=O)c2cccs2)cc1,3,nt,nt,1,1,-3,0.1,10,16
COC(/C=C/Nc1ccc(Cl)cc1)=C(C#N)C#N,2,-0.6,1,4,-1,6,-0.3,-5,6
CCCc1nc2ccccc2n1CCc1ccccc1,5,0.0,3,0,8,5,0.0,0,-1
COc1ccc(CNC(=O)c2cc3ccccc3oc2=O)cc1,4,-2.3,0,4,0,6,-0.1,4,-3
O=C(Cc1ccc([N+](=O)[O-])cc1)Nc1ccon1,-1,-0.5,1,7,6,10,0.0,8,2
CC(CN1C(C)CCCC1C)OC(=O)c1ccc(F)cc1 (stereo unspecified),-11,2.2,1,0,7,-2,0.1,2,-1
CN(CC(=O)N1CCCCCC1)S(=O)(=O)c1cccc2cccnc12,8,0.7,0,5,-6,-5,-0.1,-1,-15
CCN1/C(=C2\C(=O)N(C)C(=S)N2C)C=Cc2cc(OC)ccc21,0,-4.6,-3,3,-4,10,-0.1,10,9
CCOc1ccc(S(=O)(=O)NCC(=O)N(C)Cc2cccnc2)cc1,8,0.2,2,1,-4,4,0.1,2,2
CCOc1ccc(CSC2=NCCN2)cc1Cl,-9,-1.5,-1,0,-6,-1,0.1,3,-6
COC(=O)c1sccc1-c1ccc(C(N)=O)o1,4,-2.5,-5,0,-4,-3,0.0,-2,-2
CCc1cccc(C)c1N1C(=O)CN(Cc2ccccc2)C1=S,-3,1.0,0,3,9,0,-0.3,-7,4
O=C(Cc1cccs1)N/N=C/C=C/c1ccco1,9,-1.5,-1,11,-2,23,-0.1,9,21
CS(=O)(=O)c1ccc(-n2nnc3ccccc32)c([N+](=O)[O-])c1,5,-1.2,-2,0,-8,-10,-0.1,-1,36
COc1ccc(C(=O)Nc2nc3c(s2)CCCC3)cc1S(=O)(=O)N1CCCc2ccccc21,-6,3.3,-11,0,-23,-2,-0.2,-1,4
COc1ccc(NS(=O)(=O)c2cccc(C(=O)NCC(c3cccs3)N3CCOCC3)c2)cc1 (stereo unspecified),2,nt,nt,0,nt,nt,-0.1,nt,-1
Cc1ccc(NC(=O)c2cccc3c2C(=O)N(C2CCCCC2)C3)c(Cl)c1,-4,-1.0,-5,0,-1,-2,0.0,0,0
CCCN(CC(=O)Nc1ccccc1C)C(=O)c1ccc(N2CCCCCC2)c([N+](=O)[O-])c1,4,-1.5,5,0,0,7,0.0,9,-19
CCC[C@@H](CN1CCC[C@H]1CN1C(N)=NC[C@H]1CC(C)C)N1C[C@@H]([C@H](C)CC)N(CCc2ccc(Cl)c(Cl)c2)C1=N,-7,nt,nt,0,nt,nt,0.2,nt,-3
O=C(NCc1cccnc1)Nc1cccc(Cl)c1Cl,-3,-2.7,3,1,3,6,0.1,3,0
COc1ccc(C(=O)O/N=C(\N)c2ccccc2)cc1,-9,0.3,0,3,-2,-4,0.0,4,-4
Nc1ccnc(=O)[nH]1,10,2.3,0,1,6,-8,0.0,7,6
Cc1cccc(N/C(=N\S(=O)(=O)c2ccccc2)C(F)(F)F)c1,3,-0.6,-1,3,2,7,-0.2,10,0
C#CCOCCOCCOCCNc1nc(N2CCN(C(=O)Cn3cc(CCCN=C(N)N)nn3)CC2)nc(N2CCN(C(=O)[C@H](CCCCN)n3cc(CCCC)nn3)CC2)n1,6,nt,5,0,5,-10,0.0,0,22
COc1ccc2c(c1)OC[C@H]1[C@H]2N2C(=O)c3cc(C)ccc3NC(=O)[C@@]2(C)[C@H]1c1ccccc1,0,nt,nt,0,nt,nt,5.1*,nt,8
O=C(O)C(Cc1ccccc1)N1C(=O)/C(=C/c2cccc3ccccc23)SC1=S (stereo unspecified),6,nt,0,0,-5,13,0.1,5,22
COC(=O)Cn1ccc2cc(S(=O)(=O)N3CCCCCC3)ccc21,4,1.0,-2,1,-3,-2,-0.1,1,1

# Source: PubChem (several laboratories)
